# High-throughput results as filed in PubChem.
# LEDGF integ inh – blocks HIV-1 LEDGF/p75-dependent DNA integration | inhibition, % at 3.7 µM | AID 743269 | 0.64% of 370,000 active | TR-FRET IN-LEDGF/p75 DNA integration, Eu/Cy5;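 active = inhibition above the screen-wide mean plus 3 SD, cut at about 13% in these data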;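 note: signal is the Cy5 over europium emission ratio at 671 and 618 nm; 0% = plate median of compound wells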
# PG9 binder – small molecules binding HIV-1 gp120 antibody PG9 | inhibition, % at 6.7 µM | AID 624416 | TR-FRET gp120-PG9 antibody binding | 0.43% of 360,000 active; in the data active = inhibition above about 8.5%
# SIAE primary – blocks human sialic acid acetylesterase; Q9HAT2; SIAE FP-Rh probe binding, fluorescence polarization; inhibition, % at 9.66 µM; 0.69% of 370,000 active;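 active = inhibition above a cutoff: mean of compounds within the control limits plus 3 SD of those, cut at about 17% in these data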;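 note: 0% = plate median of compound wells and 100% = probe without SIAE protein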
# UHRF1 MBD2 ctr – blocks human UHRF1 binding to methylated DNA | Q96T88 | UHRF1 binding to methylated oligo, TR-FRET | inhibition, % at 4.4 µM | 0.75% of 370,000 active; in the data active = inhibition above about 21%;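 note: UHRF1 SRA domain binding a hemimethylated CpG hairpin DNA probe; 0% = median of test compound wells and 100% = reference inhibitor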
# Target sequence (Q96T88 whole entry, looked up, the tested form may be a part): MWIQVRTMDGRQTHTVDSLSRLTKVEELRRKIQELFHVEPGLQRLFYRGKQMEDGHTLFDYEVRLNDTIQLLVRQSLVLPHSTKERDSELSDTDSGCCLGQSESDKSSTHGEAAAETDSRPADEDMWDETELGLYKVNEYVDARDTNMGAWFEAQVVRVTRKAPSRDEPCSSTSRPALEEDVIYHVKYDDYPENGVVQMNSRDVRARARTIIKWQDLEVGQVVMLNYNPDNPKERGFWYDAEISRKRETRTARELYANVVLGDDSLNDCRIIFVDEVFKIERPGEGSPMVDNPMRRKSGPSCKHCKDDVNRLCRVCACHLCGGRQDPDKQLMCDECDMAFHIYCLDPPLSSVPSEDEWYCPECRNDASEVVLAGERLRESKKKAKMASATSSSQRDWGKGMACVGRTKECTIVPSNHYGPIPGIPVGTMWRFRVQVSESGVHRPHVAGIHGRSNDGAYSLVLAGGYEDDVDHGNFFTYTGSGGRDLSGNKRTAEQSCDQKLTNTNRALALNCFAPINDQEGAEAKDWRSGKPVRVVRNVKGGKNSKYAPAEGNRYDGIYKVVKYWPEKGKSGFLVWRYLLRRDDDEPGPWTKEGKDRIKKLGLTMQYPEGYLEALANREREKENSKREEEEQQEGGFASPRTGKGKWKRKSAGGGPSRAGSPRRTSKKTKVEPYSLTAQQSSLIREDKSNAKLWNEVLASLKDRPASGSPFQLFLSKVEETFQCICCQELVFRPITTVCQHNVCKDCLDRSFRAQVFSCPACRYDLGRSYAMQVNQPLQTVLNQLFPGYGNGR
# TCR CD3 inh – inhibitors of human TCR-CD3 interaction; TAMRA-labeled TCR probe fluorescence, biochemical; inhibition, % at 9.4 µM; 0.37% of 360,000 active; AID 651800; in the data active = inhibition above about 19%;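 note: recombinant mutant TCR 2C K166C tagged with TAMRA read by polarization; 0% = receptor in buffer alone and 100% = receptor with positive control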
# PRMT1 inh – PRMT1 (human) inhibition, primary screen; 1.3% of 370,000 active; inhibition, % at 2.79 µM; recombinant PRMT1, activity-based probe fluorescence polarization; AID 652257;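 active = inhibition above about 21% made by adding two undisclosed values, limit read from the data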
# HTRA1 inhibitor – inhibitors of human serine peptidase HTRA1; Q92743; recombinant HTRA1, FP-rhodamine activity-based probe, fluorescence polarization; inhibition, % at 5.96 µM; 0.5% of 340,000 active; in the data active = inhibition above about 36%;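 note: 0% = enzyme with DMSO and 100% = wells lacking enzyme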
# Tn7 DDE FP – disrupts Tn7 cyclic peptide binding to fibrin D-Dimer-E complex; 0.13% of 370,000 active; FP displacement of FITC-Tn7 peptide from fibrin DD(E); 0% = median of compound wells per plate; inhibition, % at 8.3 µM;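 active = inhibition above the mean of compounds falling within the control limits plus 3 SD of them, cut at about 14% in these data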;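 note: 0% = plate median of compound wells and 100% = 10 µM Aha-Tn7 peptide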
#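 assay system = human clot-derived fibrin DD(E) complex | quantity = Fibrin-DD(E) at 2 µM final | timing = 10 min preincubation, 3 h with tracer, room temperature | signal = fluorescence polarization | measure = percent inhibition | benchmarks = high control wells with 10 µM unlabelled Aha-Tn7 peptide (full inhibition) | replicates = singlicate testing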
# ABHD4 inh – inhibits mouse alpha/beta hydrolase domain 4 | Q8VD66 | purified mABHD4, FP-Rh probe fluorescence polarization | inhibition, % at 8.92 µM | 0.54% of 370,000 active;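 active = inhibition exceeding the mean over every tested compound plus 3 SD, cut at about 30% in these data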;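 note: 0% = plate median of compound wells and 100% = S159A mutant with DMSO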
# Target sequence (Q8VD66 whole entry, looked up, the tested form may be a part): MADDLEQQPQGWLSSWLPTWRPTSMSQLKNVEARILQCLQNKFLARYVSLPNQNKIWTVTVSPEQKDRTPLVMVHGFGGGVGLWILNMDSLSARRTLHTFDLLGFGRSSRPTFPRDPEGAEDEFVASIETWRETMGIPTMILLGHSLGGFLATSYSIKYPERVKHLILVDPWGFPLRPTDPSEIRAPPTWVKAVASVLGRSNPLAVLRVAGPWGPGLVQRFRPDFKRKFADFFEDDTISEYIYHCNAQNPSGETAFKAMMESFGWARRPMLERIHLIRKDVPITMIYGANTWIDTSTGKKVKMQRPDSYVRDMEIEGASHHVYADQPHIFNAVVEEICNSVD
#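 Test system: mABHD4 protein | Buffer or medium: HEPES pH 7.0 buffer, 150 mM NaCl, 0.01% Pluronic F-127 | Probe or stimulus: FP-Rh fluorescent activity-based probe, added after compound pre-incubation | Timing: Pre-incubation 45 min, probe exposure 60 min, at 25 °C | Technique: Fluorescence polarization, excitation 525 nm, emission 598 nm, BODIPY TMR filters | Repeats: Single well per compound (singlicate)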
# TDP2 absorb – TDP2 (human) inhibition, absorbance primary screen. O95551. AID 720702. inhibition, % at 12.8 µM. 0.34% of 370,000 active. recombinant TDP2, T5PNP hydrolysis, p-nitrophenol absorbance 415 nm;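 active = inhibition above the mean of all tested compounds plus 3 SD, set per campaign, cut at about 25% in these data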;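 note: 0% = DMSO with enzyme and 100% = buffer with substrate but no TDP2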
#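 Material: recombinant human TDP2; quantity: TDP2 enzyme at 120 nM final; medium: Tris-HCl pH 7.5 with MgCl2; compound: single concentration, 12.8 µM nominal, with 1% DMSO; incubation: 2 h enzyme incubation at 37 °C; signal: epi absorbance; measure: percent inhibition; benchmarks: high control without enzyme, low control DMSO plus TDP2; repeats: singlicate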
# Active calls of the source: *; x = no result given. Only part of the results is shown; rates above refer to the full screens.
Structure	LEDGF integ inh	PG9 binder	SIAE primary	UHRF1 MBD2 ctr	TCR CD3 inh	PRMT1 inh	HTRA1 inhibitor	Tn7 DDE FP	ABHD4 inh	TDP2 absorb
O=C(CN1C2CCC1CC(O)(c1cccnc1)C2)Nc1ccc2c(c1)OCO2 (stereo unspecified)	0	0.6	3	3	2	0	-3	3	8	1
COC(=O)C1=C(c2ccc(F)cc2F)C[C@@H]2CC[C@H]1N2C(=O)NCCOc1ccccc1	2	1.7	6	-3	1	0	-3	0	3	-9
NCC1(c2ccc3c(c2)OCCO3)CCCC1	2	-0.7	3	-1	-1	-1	-4	-3	-2	-4
CC(C)(C)n1nnnc1C1CN=C(c2ccccc2)c2cc(Cl)ccc2N1 (stereo unspecified)	2	x	-3	-4	x	-3	x	0	6	11
O=C(c1cc(=O)[nH]c2ccc(Br)cc12)N1CCC2(CC1)OCCO2	1	1.6	-2	-2	-1	2	-1	2	-1	-9
COc1cc(C(O)CNC(C)C)cc(F)c1OC (stereo unspecified)	0	-1.3	2	-1	-4	-2	2	-2	0	8
CCN(CC)CCCOC(=O)C(OC)(c1ccccc1)c1ccccc1	-1	-0.1	10	0	4	1	5	-4	3	-3
Cn1c(O)c(C2=NNC(c3ccc(Cl)cc3)C2)c(=O)n(C)c1=O (stereo unspecified)	-1	-1.4	7	-2	-4	0	1	0	5	-19
COc1cccc(C2(C#N)CCN(C)CC2)c1	-3	-1.3	17	2	-7	1	5	-6	3	-13
COC(=O)Nc1ccc(N=C(N)N[N+](=O)[O-])cc1	2	0.8	-1	-3	3	0	1	-7	-4	13
CNC(=O)Oc1cccc2ccccc12	-4	0.1	2	7	1	1	6	-4	-2	-5
COC(=O)C1=C(N)OC(C)=C(C(C)=O)C12C(=O)N(C)c1ccccc12 (stereo unspecified)	-2	-1.0	1	-2	2	0	0	2	0	0
Cc1nc2cc([N+](=O)[O-])ccc2c(=O)n1-c1ccccc1[N+](=O)[O-]	-6	-0.1	3	-2	3	1	1	2	0	7
CNC(=O)CSP(=S)(OC)OC	4	-0.7	12	-3	-1	32*	4	-1	-2	-14
CCCCCCCCN=Cc1c(O)[nH]c(=O)[nH]c1=O	1	-0.9	0	-2	0	-4	x	1	-3	4
C=C1C(=O)OC2CCN3CC=C(COC(=O)C(C)(O)C4(CO4)C1C)C23 (stereo unspecified)	37*	1.6	1	41*	-9	8	x	-5	0	-12
CC12CC[C@H]3[C@@H](CCC4(O)C[C@H](O)CCC34/C=N/NC(=O)c3ccccc3Cl)C1(O)CCC2C1=CC(=O)OC1 (stereo partly specified)	2	1.3	-4	5	-9	-1	3	0	-6	-14
O=C1NC(=O)C2(Cc3ccccc3N3CCCC32)C(=O)N1c1ccccc1 (stereo unspecified)	0	0.9	0	-3	1	6	0	-2	-1	5
Cc1ccc(/C=C2\C(=O)NC(=O)N(Cc3ccccc3Cl)C2=O)o1	3	-4.5	-40	-3	-2	16	-4	-8	-1	-8
O=P(OCCCl)(OCCCl)OCCCl	-3	-3.0	11	2	-4	3	x	2	6	0
N#CC1=C(N)Oc2c(c(=O)oc3ccccc23)C1c1ccncc1 (stereo unspecified)	4	-3.6	4	-4	6	5	-1	-10	0	8
O=c1[nH]c(=O)n(-c2ccccc2)c(O)c1/C=C1/C(c2ccccc2)=Nc2ccccc21	2	-1.1	-8	-3	-5	9	-7	0	1	-4
O=C1NC(=O)N(c2ccc(Cl)cc2)C(=O)/C1=C\c1ccc(Sc2nc3ccccc3[nH]2)o1	8	1.7	-310	1	-130	18	-88	-3	-256	-1
COc1ccccc1C1=NCc2nnc(CSC)n2-c2ccc(Cl)cc21	-3	-2.0	1	-1	0	-1	-8	4	3	-16
Cc1nn(Cc2ccccc2)c(C)c1C(=O)O	1	0.8	7	-2	3	-3	-2	5	-1	5
c1ccc(Nc2ccc(Nc3ccccc3)cc2)cc1	2	-1.1	10	-2	4	9	56*	-9	26	-2
C=CCN1CC[C@]23c4c5ccc(O)c4OC2[C@H](O)CC[C@@]3(O)[C@H]1C5 (stereo partly specified)	-1	-0.9	1	0	-9	1	2	5	-2	3
CCCCn1nnnc1C(c1cccs1)N1CCC2(CC1)C(=O)NCN2c1ccccc1 (stereo unspecified)	-1	-1.5	-2	0	1	-4	x	7	2	-4
O=c1[nH]c2ccccc2n1C1CCN(Cc2ccc(-c3nc4ccc(F)cc4nc3-c3ccccc3)cc2)CC1	-2	-2.5	-8	0	-1	-1	x	8	1	0
CNCC(=O)c1ccc(O)c(O)c1	1	-2.0	10	-2	5	5	x	4	5	-3
CCC(=NCc1cc(OC)cc(OC)c1)c1c(O)[nH]c(=O)[nH]c1=O	0	-0.8	3	0	5	-1	2	-1	-5	2
CCCN1CCC[C@@H](c2cccc(O)c2)C1	-2	-0.2	-1	-1	2	-2	2	0	-5	-6
CN1CCN(c2ccc(NC(=O)Oc3ccccc3)cc2)CC1	-2	-3.3	1	1	8	-1	-1	-3	8	-8
S=C1NCCN1	-3	0.2	1	-1	-8	5	2	-3	0	-13
O=C1CN(C(=O)COC(=O)Cc2ccccc2)c2ccccc2N1	3	-1.0	4	1	1	-4	-8	1	-3	7
COc1ccc(C(=O)C2CCCN(Cc3ccc(C)s3)C2)cc1OC (stereo unspecified)	-4	-1.5	-2	1	1	4	-3	2	5	-2
Oc1ccc(Cl)c(Cl)c1Cl	-3	-0.2	1	0	-5	2	3	2	-2	8
COc1cccc(NC(=O)CN2CC(c3ccccc3)CC2=O)c1 (stereo unspecified)	4	-0.4	-2	2	-3	-7	8	-1	1	-5
COc1cccc(-n2c(-c3ccoc3)nc3ccccc3c2=O)c1	3	1.2	-5	13	-4	4	1	-5	4	2
O=c1[nH]c(=O)n(CCc2ccccc2)c(O)c1C=NC1CC1	2	-3.9	2	-2	1	-1	x	5	2	-1
Cc1cccc(OCC(=O)N2CCN(Cc3ccc([N+](=O)[O-])cc3)CC2)c1	-1	-0.2	0	1	-5	6	-2	0	5	8
COc1ccc(CN2C(=O)NC(=O)/C(=C\c3ccc(OC)c(OC)c3OC)C2=O)cc1	-5	-3.6	3	1	-1	16	-5	2	7	4
COc1ccc(-c2nc(CSCC(=O)N3CCC4(CC3)OCCO4)c(C)o2)cc1OC	-1	-3.2	5	0	3	4	9	2	1	0
COc1ccc(Cl)cc1C(=O)C1CCCN(CCO)C1 (stereo unspecified)	1	0.2	-6	-1	0	-2	-2	1	1	14
C(#CCN1CCOCC1)COCc1ccccc1	3	0.4	1	2	-1	0	-3	-1	-3	-2
Cn1c(=O)cc(SCC(=O)N2CCC3(CC2)OCCO3)c2ccccc21	2	1.5	-5	-3	-4	-3	0	-1	1	9
c1cnc2c(c1)ccc1ncccc12	-5	-0.5	-1	1	3	5	-1	-5	0	-5
CCN(N=Nc1nonc1OC)c1nonc1OC	1	1.1	-2	-3	8	0	-3	4	2	0
O=C(Nc1ccc(Cl)cc1C(=O)c1ccccc1)c1ccccc1	2	-1.0	8	1	-2	-1	-19	-2	-19	-4
COC(=O)C1=C(c2ccc(S(C)(=O)=O)cc2)C[C@@H]2CC[C@H]1N2C(=O)N1CCOCC1	2	-0.5	-3	3	-2	2	7	-1	5	11
O=P(N1CC1)(N1CC1)N1CCc2ccccc21	-6	-1.2	10	-2	-5	-3	8	-2	1	4
COc1ccc(N=Cc2c(O)n(C)c(=O)[nH]c2=O)cc1	6	-0.1	3	2	-8	1	-2	-2	-3	-18
COc1cc(OC)cc(C2(C#N)CCN(C)CC2)c1	-2	0.3	-12	0	5	1	0	4	-6	-6
CCN1C(=O)C(=Cc2ccc(C)s2)C(=O)N(CC)C1=S	-1	-2.2	-55	-1	-21	0	-9	5	-18	9
CCC(=NCCC1=CCCCC1)c1c(O)[nH]c(=O)[nH]c1=O	-1	0.4	3	-1	-2	6	1	9	-7	3
O=c1nc(/C=C/c2ccc(Cl)cc2Cl)cc(C(F)(F)F)[nH]1	2	-1.2	-9	0	6	2	-19	-4	-30	29*
COc1ccc(N2C(=O)/C(=C/c3ccc(OC)c(OC)c3)C(=O)NC2=S)cc1	1	0.2	-3	0	-4	41*	0	-5	4	1
O=S(=O)(c1ccccc1)N1CCCCC1c1cccnc1 (stereo unspecified)	-1	-1.2	-3	3	-1	-3	4	-5	4	1
CC(=Nc1ccc2c(c1)CCC2)c1c(O)n(C2CCCCC2)c(=O)[nH]c1=O	1	-0.1	-7	0	0	4	-1	-2	-1	-4
O=C(N/N=C/c1c(O)n(C2CCCCC2)c(=S)[nH]c1=O)c1ccccc1O	-2	-1.7	5	-1	13	2	35	-2	23	-6

# Complete entries, looked up by structure.
# `Cn1c(=O)cc(SCC(=O)N2CCC3(CC2)OCCO3)c2ccccc21` is listed as LEDGF integ inh: 2; PG9 binder: 1.5; SIAE primary: -5; UHRF1 MBD2 ctr: -3; TCR CD3 inh: -4; PRMT1 inh: -3; HTRA1 inhibitor: 0; Tn7 DDE FP: -1; ABHD4 inh: 1; TDP2 absorb: 9
# `COc1ccc(N=Cc2c(O)n(C)c(=O)[nH]c2=O)cc1` is listed as LEDGF integ inh: 6; PG9 binder: -0.1; SIAE primary: 3; UHRF1 MBD2 ctr: 2; TCR CD3 inh: -8; PRMT1 inh: 1; HTRA1 inhibitor: -2; Tn7 DDE FP: -2; ABHD4 inh: -3; TDP2 absorb: -18

# Next part:
Structure	LEDGF integ inh	PG9 binder	SIAE primary	UHRF1 MBD2 ctr	TCR CD3 inh	PRMT1 inh	HTRA1 inhibitor	Tn7 DDE FP	ABHD4 inh	TDP2 absorb
Oc1ccc(/C=N/NP(=S)(c2ccccc2)c2ccccc2)cc1O	-10	1.2	-9	3	-2	1	58*	9	24	3
Cc1ccc(-n2c(O)c(C=N)c(=O)n(-c3ccc(C)cc3)c2=O)cc1	6	-1.1	-2	1	4	2	3	-1	-1	-2
COC(=O)C1=C(c2cccc(OCc3ccccc3)c2)C[C@@H]2CC[C@H]1N2C(=O)NCc1ccc2[nH]ccc2c1	1	-0.2	3	0	6	-3	-29	-1	-9	3
C=C1C(C)C2C(Cc3ccccc3)NC(=O)C23C(OC(C)=O)C=CC(C)(O)CC(C)CC=CC3C1O (stereo unspecified)	-2	-1.3	0	1	-3	-1	-2	-3	-7	2
CCCCC1(CCC)C(=O)NC(=S)NC1=O	4	2.1	7	1	1	6	-6	3	-6	3
COc1cc2c(cc1OC)-c1c(OC)c(OC)cc3c1[C@H](C2)[N+](C)(C)CC3	-1	-0.2	18*	10	-3	-1	-3	1	2	5
CN1CCC(N2CC3CC(C2)c2cccc(=O)n2C3)CC1 (stereo unspecified)	0	0.5	4	-3	6	1	8	-2	5	4
CN1C(=O)/C(=C/c2cccn2-c2ccc3ccccc3c2)C(=O)NC1=S	18*	2.7	11	0	-6	44*	60*	-1	65*	7
